BAP1 inh = human BAP1 deubiquitinase inhibition | recombinant BAP1, Ub-AMC hydrolysis fluorescence kinetic; hits give low values | activity remaining (% of control), % at 20 µM | 72,000 tested, 0.48% active | AID 436;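 active = activity remaining at or below 50% of control, provided the compound also passes the data quality filters; inactive = the rest, including low values that fail the filters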;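 also: 100% = DMSO wells rate and 0% = substrate alone blank rate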
Target sequence (Q92560 whole entry, looked up): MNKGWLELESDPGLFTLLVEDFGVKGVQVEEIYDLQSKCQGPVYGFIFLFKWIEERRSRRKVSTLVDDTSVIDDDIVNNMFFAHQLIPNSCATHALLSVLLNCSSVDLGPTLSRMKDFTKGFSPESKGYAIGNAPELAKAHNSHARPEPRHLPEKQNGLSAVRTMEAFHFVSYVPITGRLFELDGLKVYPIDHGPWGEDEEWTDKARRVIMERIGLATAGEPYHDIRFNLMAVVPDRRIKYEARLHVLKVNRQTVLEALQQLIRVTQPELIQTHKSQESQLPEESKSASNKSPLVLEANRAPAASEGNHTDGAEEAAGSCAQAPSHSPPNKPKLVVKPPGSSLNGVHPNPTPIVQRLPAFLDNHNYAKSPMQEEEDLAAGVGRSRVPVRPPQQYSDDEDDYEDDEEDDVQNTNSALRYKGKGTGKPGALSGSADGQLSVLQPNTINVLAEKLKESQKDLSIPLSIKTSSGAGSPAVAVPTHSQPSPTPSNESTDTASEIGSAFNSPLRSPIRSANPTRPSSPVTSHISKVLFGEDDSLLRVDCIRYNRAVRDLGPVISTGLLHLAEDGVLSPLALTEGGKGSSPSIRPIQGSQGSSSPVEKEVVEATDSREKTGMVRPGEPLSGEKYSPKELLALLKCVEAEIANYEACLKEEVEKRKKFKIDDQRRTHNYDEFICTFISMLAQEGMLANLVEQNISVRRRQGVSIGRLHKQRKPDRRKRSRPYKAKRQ
HePTP inh = human HePTP phosphatase inhibition; P35236; recombinant HePTP phosphatase activity, OD absorbance; inhibition, % at 20 µM; 110,000 tested, 0.64% active; AID 521; in the data active = inhibition above about 50%;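 also: plate controls were vehicle for no effect and reference inhibitor for full effect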
Target sequence (P35236 whole entry, looked up): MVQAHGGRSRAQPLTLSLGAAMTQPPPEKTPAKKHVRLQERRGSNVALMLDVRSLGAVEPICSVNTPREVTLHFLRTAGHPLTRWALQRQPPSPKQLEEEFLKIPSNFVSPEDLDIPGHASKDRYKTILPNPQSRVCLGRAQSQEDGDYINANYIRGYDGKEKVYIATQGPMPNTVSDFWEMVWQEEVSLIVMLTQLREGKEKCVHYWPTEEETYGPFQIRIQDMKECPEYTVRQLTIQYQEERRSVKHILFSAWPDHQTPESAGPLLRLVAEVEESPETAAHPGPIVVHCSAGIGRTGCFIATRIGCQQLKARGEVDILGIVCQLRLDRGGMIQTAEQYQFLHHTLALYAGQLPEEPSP
Numbers without * were called inactive; / = not tested or not shown; & = joins results of further samples.

SMILES	BAP1 inh	HePTP inh
CCN=C1SC(C(=O)Nc2cccc(OCC)c2)CC(=O)N1CC (stereo not drawn)	107.7	-10.6
COc1cc(C(=O)Nc2c(C)cc(C)cc2C)c(-n2cnnn2)cc1OC	107.9	-11.4
Cc1cc(OCC(=O)O)c2ccccc2n1	124.4	2.5
COc1ccc(-c2nc3ccccc3o2)cc1NC(=O)COc1ccc([N+](=O)[O-])cc1	60.1	/
COC(=O)C1=C2SC(C)C(=O)N2C(N)=C(C#N)C1c1ccc(OC)c(OC)c1 (stereo not drawn)	91.4	4.2
Cc1ccc(C)c(N2CCN(C(=O)CCc3nc4ccccc4[nH]3)CC2)c1	95.8	6.7
C=CCc1ccccc1OCC(O)CN1CCN(C(=O)OCC)CC1 (stereo not drawn)	92.2	7.4
CC1=C(C(=O)Nc2ccccc2)C(c2ccc(Cl)cc2)N2C(=O)CSC2=N1 (stereo not drawn)	/	4.0
CSc1nnc2c(n1)OC1(Nc3ccccc3-2)C(=O)Nc2ccccc21 (stereo not drawn)	/	7.1
CCOCC(=O)Nc1nnc(COCC)s1	115.1	0.6
CCOc1ccc(-c2cc(C)n3nc(C(=O)Nc4cccc(O)c4)cc3n2)cc1	/	-3.5
COc1cc(S(=O)(=O)N2CCC(N3CCCCC3)CC2)ccc1-n1cnnn1	106.5	-0.2
N/C(=N\OC(=O)c1ccc(Cl)c([N+](=O)[O-])c1)c1ccccn1	/	-0.7
COc1ccc(C2CC(=O)C3=C(C2)NC(C)=C(C(=O)OCC(C)C)C3c2ccc(F)cc2)cc1 (stereo not drawn)	/	-9.2
Cc1ccc(OCCCCN2CCC(C)CC2)cc1	/	-0.2
COc1ccc2nc(N3CCC(O)CC3)c(C#N)cc2c1	67.8	-3.3
Cc1ccc(NC(=O)c2sc3ccccc3c2Cl)c([N+](=O)[O-])c1	137.0	/
CC(Oc1ccc(Cl)cc1Cl)C(=O)Nc1ccc2c(c1)OCO2 (stereo not drawn)	/	1.8
COc1cc2c(cc1NCc1ccncc1)oc1ccccc12	/	-0.1
CCCc1nnc(NC(=O)Cn2c(=O)sc3ccccc32)s1	86.1	7.0

Among those listed so far, these contain a nitro group on carbon.
SMILES	BAP1 inh	HePTP inh
COc1ccc(-c2nc3ccccc3o2)cc1NC(=O)COc1ccc([N+](=O)[O-])cc1	60.1	/
N/C(=N\OC(=O)c1ccc(Cl)c([N+](=O)[O-])c1)c1ccccn1	/	-0.7
Cc1ccc(NC(=O)c2sc3ccccc3c2Cl)c([N+](=O)[O-])c1	137.0	/

Next section.
SMILES	BAP1 inh	HePTP inh
COCCN(CCOC)S(=O)(=O)c1ccc(C(=O)Nc2nnc(C)o2)cc1	135.2	3.6
CCN(CC)c1ccc(/C=C2/SC(=S)N(NC(=O)c3ccc(Cl)cc3)C2=O)cc1	/	-10.2
O=C(Nc1cccc2nsnc12)C1CC(=O)N(c2ccccc2)C1 (stereo not drawn)	100.7	-11.1
CCCS(=O)(=O)N1CCN(c2ccccc2F)CC1	76.4	-7.3
COC(=O)c1c(C)oc2ccc(OC(=O)c3ccc([N+](=O)[O-])cc3)cc12	/	-12.4
CCOCCn1c(CN2CCOCC2)nc2c1c(=O)[nH]c(=O)n2C	100.3	4.1
COc1ccc(Cl)c(Cn2c(NCC(C)O)nc3c2c(=O)n(C)c(=O)n3C)c1 (stereo not drawn)	107.7	8.0
O=C1CC(N2CCN(c3ccccn3)CC2)C(=O)N1c1cccc2ccccc12 (stereo not drawn)	/	12.5
O=C(c1cc2ccccc2oc1=O)N1CCN(C(c2ccccc2)c2ccccc2)CC1	/	5.3
O=C(Cc1ccccc1)N/N=C/C=C/c1ccccc1Cl	/	2.8
COc1cc(-n2c(=O)c3ccccc3n(Cc3cccnc3)c2=O)cc(OC)c1OC	94.5	4.2
Cn1c(-c2ccc(F)cc2)cnc1SCC(=O)NCc1ccco1	107.9	8.5
O=S(=O)(NCCOCc1ccccc1)c1ccccc1	/	-9.6
COC(=O)c1ccc(C(=O)OC)c(NC(=O)COc2ccccc2OC)c1	/	7.7
CCn1c(NCCc2ccc(OC)c(OC)c2)nc2c1c(=O)n(C)c(=O)n2C	97.2	-5.8
O=C(CC1Sc2ccccc2NC1=O)Nc1ccc(N2CCOCC2)cc1 (stereo not drawn)	/	1.6
Cn1c(=O)n(Cc2ccccc2)c(=O)c2c1nc1n2CCCN1Cc1ccccc1	114.5	5.8
O=C(Nc1ccc(Cl)cc1)c1ccsn1	118.7	3.9
O=C(Nc1ccc(N2CCN(C(=O)c3ccccc3)CC2)c(Cl)c1)c1ccco1	96.2	11.0
COc1ccc(CNC(=O)c2ccc([N+](=O)[O-])o2)cc1	/	-17.1
c1csc(Cc2nn3c(-c4ccncc4)nnc3s2)c1	59.3	8.3
CCC/C(O)=C1\C(=O)CC(C)(C)CC1=NCCO	93.3	11.6&-4.5
Cc1ccc(-n2nc3c(c2NC(=O)c2ccc(Cl)cc2)CSC3)c(C)c1	124.0	/
CC(=O)c1cccc(NC(=O)C2CCCCC2)c1	93.4	0.0&-2.1
Cc1ccc(CN2CCN(Cc3ccncc3)CC2)cc1	/	-3.3
O=C(C1CC1)N1CCc2cc(Br)cc(S(=O)(=O)NCc3ccc4c(c3)OCO4)c21	/	1.5
O=C(Nc1ccc(N2CCOCC2)cc1)c1ccc2c(c1)OCCO2	/	0.0
Cc1ccc2[nH]c(=O)c(CN(Cc3ccco3)C(=O)c3ccncc3)cc2c1	66.2	2.8
O=C1c2cccc3cccc(c23)N1Cc1c(O)ccc2ccccc12	80.7	/
CC(C)(C)C(=O)OCCn1c(=O)c2cc3c(=O)n(CCOC(=O)C(C)(C)C)c(=O)c3cc2c1=O	107.0	0.4
CCCCCCN1CC(O)=C(c2nc3ccccc3[nH]2)C1=N	/	4.2
CCOc1cccc(C(=O)Nc2ccc(C(=O)Nc3cccc(-c4nc5ccccc5o4)c3)cc2)c1	/	-12.1
Cc1ccc2cc3cc(C(=O)NCCC(C)C)oc3nc2c1	287.3	4.6
Cn1c(SCc2nnc(-c3ccc(F)cc3)o2)nnc1C1COc2ccccc2O1 (stereo not drawn)	114.4	8.4
CCOC(=O)c1c(NC(=O)C(C)(C)C)sc(C(=O)Nc2ccccc2)c1C	101.2	/
COc1ccc(-c2nc(N3CCOCC3)nc3n[nH]c(N)c23)cc1	/	0.3
COc1cc(-c2nnc(SCc3cc(=O)oc4cc(C)ccc34)o2)cc(OC)c1OC	81.5	3.6
CCOc1ccccc1NC(=O)C(=O)NCc1ccccc1OC	/	1.4
CCCCc1c(O)nc(SCC(=O)NCCc2ccc(OC)c(OC)c2)[nH]c1=O	68.0	7.0
O=C(CSc1cc(Cl)ccc1Cl)Nc1ccccc1Br	/	7.0
COc1ccc(-c2nc3c(n2O)CCC/C3=N\O)cc1OC	/	0.2
CC(=O)N(C1=C(Cl)C(=O)c2ccccc2C1=O)c1ccc(Cl)cc1	/	9.3
CCOc1ccccc1C1N(c2ccc(OC)cc2)C(=O)C2CCCN21 (stereo not drawn)	88.0	3.2
CC(C)(C)Nc1ncnc(NC(C)(C)C)c1[N+](=O)[O-]	/	9.7
COc1cc(=O)[nH]c(SCc2c(F)c(F)c(F)c(F)c2F)n1	59.3	-6.4
O=C1CC(Sc2ncn[nH]2)C(=O)N1c1cc(Cl)ccc1Cl (stereo not drawn)	/	7.4
O=C(Nc1ccc(Cl)c(Cl)c1)N1CCSC1c1ccco1 (stereo not drawn)	80.3	-11.7
Cc1nc2cc(NCc3nc4ccccc4n3Cc3ccccc3)ccc2n1C	109.1	6.3
O=C(NCc1ccc(F)cc1)C1CCCN1C(=O)NCc1ccccc1 (stereo not drawn)	89.8	12.3
CC(C)c1nnc(NC(=O)c2c(O)c3cccc4c3n(c2=O)CC4)s1	/	-10.8
CCOC(=O)N1CCN(c2cc(NCCC(=O)O)c3c4c(onc24)-c2ccccc2C3=O)CC1	78.2	22.6
Cc1ccccc1OCCCN1C(=O)C(=O)c2cccc(C)c21	81.5	6.2
CCOC(=O)c1c(NC(=O)c2cccs2)sc2c1CCC2	80.6	5.2
COc1cc2nc(-c3cccc(C)c3)oc(=O)c2cc1OC	/	-7.3
CCOC(=O)C1CCN(C(=O)Nc2ccc3snnc3c2)CC1	70.8	9.9
COc1nc(NS(=O)(=O)c2ccc(C)cc2)nc(C)c1Cl	137.1	4.9
O=C(Nc1ccccc1C(=O)Nc1ccccc1I)c1ccccc1	/	4.9
COc1ccc(Cl)cc1NC(=O)CSc1nnc(Cn2c(=O)sc3ccccc32)n1C	80.6	3.8
O=C(CN(C(=O)CCNC(=O)c1ccco1)c1ccccc1)NC1CCCC1	91.3	-5.8
C(=C\c1ccccc1)/C=N/n1cnnc1	107.3	-2.1
Further results follow:
SMILES	BAP1 inh	HePTP inh
Cc1cc(OCC(=O)Nc2ccccc2F)ccc1Cl	/	-4.3
CCNC(=O)CC(=O)Nc1ccccc1C(=O)O	/	4.2
COC(=O)c1cc(Br)c(=O)n(Cc2ccc3c(c2)OCO3)c1	130.8	4.2
CCc1nc(-c2ccccc2)nc(C)c1C	/	-0.5
COc1ccc(OC)c(CCNC(=O)CS(=O)(=O)Cc2nc(-c3ccc(C)cc3)oc2C)c1	97.2	-2.5
CCOC(=O)C(CCCCOc1ccccc1F)C(=O)OCC	/	-2.9
Cc1ccc(-n2c(SCCc3ccccc3)nc3sc4c(c3c2=O)CC(C)(C)OC4)cc1	/	-1.3
CCc1ccc(-n2c(C)cc(/C=N/NC(=O)c3ccncc3)c2C)cc1	/	1.4
N/C(=N\OC(=O)c1cccc(Cl)c1)c1ccc(Cl)cc1	/	-17.9
CCCCCn1c(Br)nc2c1c(=O)n(CC(N)=O)c(=O)n2C	118.9	6.1
Cc1cccc(-c2nsc(SCC(=O)Nc3cc(C)on3)n2)c1	110.6	7.9
CCOc1ccccc1NC(=O)C1CCCN(S(=O)(=O)c2ccc(OC)c(C)c2)C1 (stereo not drawn)	91.2	7.0
O=Cc1ccc(-c2ccc(OC(F)(F)F)cc2)o1	/	-6.5
NS(=O)(=O)c1ccc(Nc2nc(-c3ccc(O)cc3)cs2)cc1	86.5	-2.5
CCOc1ccc(C)cc1S(=O)(=O)N1CCCCC1	65.2	1.6
CCOC(=O)C1C(=O)NC(SCC(=O)Nc2nccs2)=C(C#N)C1c1ccccc1OCC (stereo not drawn)	129.4	6.3
COc1cc(C2Nc3ccccc3NC3=C2C(=O)CC(C)(C)C3)cc(I)c1O (stereo not drawn)	87.5	/
COCCCNC(=O)C1CCC(=O)N1Cc1ccccc1Cl (stereo not drawn)	99.5	-3.2
CN(C(=O)c1ccc(Cl)cc1)C1=CCCCC1CCC#N (stereo not drawn)	98.9	2.6
COc1ccc(N(CC(=O)NCC2CCCO2)S(=O)(=O)c2ccc(C)cc2)cc1 (stereo not drawn)	/	-9.1
CCOC(=O)Cc1c(C)c2c(C)[nH]nc2oc1=O	88.8	7.6
CC1=NN(C(=O)C(C)C)C(O)(c2ccc(Br)cc2)C1 (stereo not drawn)	/	-3.3
O=C(COC(=O)c1ccc(C#CC2(O)CCCCC2)cc1)c1ccc(Br)cc1	/	-18.5
CCC(C)(C)NC(=O)CN(C(=O)c1snc(C(N)=O)c1N)c1ccc2c(c1)OCCO2	74.2	4.6
CC1(C)Cc2c(C#N)c(N)n(-c3ccccc3)c(=O)c2CO1	112.5	3.4
O=C(NCc1cccnc1)c1ccccn1	99.7	-11.3
N#CCSc1nnc(COc2cccc3ccccc23)n1-c1ccccc1	97.5	9.9
Cn1c(-c2ccc(N)cc2)nc2ccccc21	108.3	3.4
CCCCOc1ccc(NC(=O)c2cccc(C(F)(F)F)c2)cc1	/	9.2
O=C(C1CCCN(S(=O)(=O)c2ccc(Cl)cc2)C1)N(Cc1cccs1)C1CC1 (stereo not drawn)	96.0	8.3
Cc1ccc(/C(O)=C2\C(=O)C(=O)N(CCCC(=O)O)C2c2cccc([N+](=O)[O-])c2)cc1 (stereo not drawn)	/	-10.6
CC(=O)NC12CC3CC(C1)CC(c1ccc([N+](=O)[O-])cc1)(C3)C2	70.3	/
O=c1c2c3n(c4cc(Cl)c([N+](=O)[O-])cc4c-2nn1-c1ccccc1)CCC3	/	1.6
COc1ccc(Br)cc1/C=C/C(=O)Nc1ccc(C)cc1[N+](=O)[O-]	/	-6.5
CCCNc1nc2c(c(=O)[nH]c(=O)n2C)n1Cc1cccc(Br)c1	/	1.1
CCn1c(CSc2nnc(-c3ccc4c(c3)OCO4)o2)nc2cc(S(=O)(=O)N(C)C)ccc21	106.3	5.9
CCN1C(=O)/C(=C\c2ccccc2OS(=O)(=O)c2ccc(C)cc2)SC1=S	/	3.4
Cc1ccc2nc3c(cc(C#N)c(=N)n3CCCN3CCOCC3)c(=O)n2c1	/	8.0
COC(=O)c1ccccc1NC(=O)CN(CCc1ccccc1)S(C)(=O)=O	61.5	9.2
c1ccc(-c2nnc(N3CCN(c4ccccn4)CC3)c3ccccc23)cc1	148.0	8.6

Sorted by heavy-atom count (rising): some entries from above
SMILES	BAP1 inh	HePTP inh
O=C(NCc1cccnc1)c1ccccn1	99.7	-11.3
CC1(C)Cc2c(C#N)c(N)n(-c3ccccc3)c(=O)c2CO1	112.5	3.4
CCCCOc1ccc(NC(=O)c2cccc(C(F)(F)F)c2)cc1	/	9.2
COC(=O)c1ccccc1NC(=O)CN(CCc1ccccc1)S(C)(=O)=O	61.5	9.2
O=C(COC(=O)c1ccc(C#CC2(O)CCCCC2)cc1)c1ccc(Br)cc1	/	-18.5
CCC(C)(C)NC(=O)CN(C(=O)c1snc(C(N)=O)c1N)c1ccc2c(c1)OCCO2	74.2	4.6

Remaining list, next part.
SMILES	BAP1 inh	HePTP inh
CCN(CC)CCCNC(=O)c1nn2c(c1Cl)NC(c1ccc(C)cc1)CC2C(F)(F)F (stereo not drawn)	140.5	3.9
CCOc1ccc(C(=O)Nc2ccc(O)c(-c3nc4ccccc4o3)c2)cc1[N+](=O)[O-]	/	7.1
CCOc1cc(/C=C2\SC(N3CCN(C4=NC(=O)/C(=C\c5ccc(O)c(OCC)c5)S4)CC3)=NC2=O)ccc1O	/	6.7
COC(=O)c1ccccc1NC(=O)c1noc2c1CCC2	87.8	/
COc1ccc2c(c1)/C(=N\OC(=O)c1ccc(OC)c([N+](=O)[O-])c1)CCC2	/	-8.0

Screens from PubChem.
